NR3A LBD binder – modulates the human NR3A ligand-binding domain. NR3A LBD differential scanning fluorimetry, Tm shift; 0% = protein alone, 100% = glycine-bound protein. Tm shift relative to glycine control, % at 25 µM. hit rate 2.5% among 340,000. AID 1259313;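 active means melting temperature shift of at least 10% of the positive control shift, at one fixed dose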
Mdm2-MdmX inh – disrupts the human Mdm2-MdmX interaction; O15151+Q00987; SaOS-2 split-luciferase Mdm2/MdmX complementation, luminescence; inhibition, % at 8 µM; hit rate 3% among 330,000; AID 485346;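 active means inhibition of at least 50% at 8 µM in the primary screen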
Target sequence (O15151 whole entry, looked up): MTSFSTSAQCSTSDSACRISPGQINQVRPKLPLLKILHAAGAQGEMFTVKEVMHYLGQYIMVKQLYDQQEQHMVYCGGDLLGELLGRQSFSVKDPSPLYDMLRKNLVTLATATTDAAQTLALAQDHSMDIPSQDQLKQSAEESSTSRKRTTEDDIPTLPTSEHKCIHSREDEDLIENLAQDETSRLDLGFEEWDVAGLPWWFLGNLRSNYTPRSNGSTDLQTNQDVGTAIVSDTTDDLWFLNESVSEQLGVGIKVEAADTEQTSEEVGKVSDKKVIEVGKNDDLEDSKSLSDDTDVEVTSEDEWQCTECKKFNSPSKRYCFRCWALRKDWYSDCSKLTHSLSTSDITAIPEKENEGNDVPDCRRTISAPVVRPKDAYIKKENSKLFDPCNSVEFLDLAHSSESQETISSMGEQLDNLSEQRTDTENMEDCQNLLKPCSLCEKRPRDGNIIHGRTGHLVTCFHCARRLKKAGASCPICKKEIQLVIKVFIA
Target sequence (Q00987 whole entry, looked up): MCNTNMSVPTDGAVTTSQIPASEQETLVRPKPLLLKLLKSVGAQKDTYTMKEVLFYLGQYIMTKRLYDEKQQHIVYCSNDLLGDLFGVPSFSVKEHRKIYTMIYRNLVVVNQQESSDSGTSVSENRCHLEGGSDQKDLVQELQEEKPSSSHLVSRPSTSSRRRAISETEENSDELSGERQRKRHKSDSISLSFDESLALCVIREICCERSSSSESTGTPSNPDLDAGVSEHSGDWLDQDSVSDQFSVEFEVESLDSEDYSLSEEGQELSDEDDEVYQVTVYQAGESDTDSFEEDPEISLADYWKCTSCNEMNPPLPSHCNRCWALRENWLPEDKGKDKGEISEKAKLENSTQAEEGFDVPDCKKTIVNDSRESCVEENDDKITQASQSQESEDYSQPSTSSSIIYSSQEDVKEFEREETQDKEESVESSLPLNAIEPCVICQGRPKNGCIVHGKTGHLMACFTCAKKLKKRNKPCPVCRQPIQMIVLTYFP
APJ ag – activates the human apelin receptor APJ | CHO-K1 APJ PathHunter beta-arrestin, luminescence; 0% DMSO wells, 100% apelin | AID 2520 | hit rate 0.11% among 330,000 | activation, % at 20 µM;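 active means activation more than six SD over the plate average, tested at 20 µM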;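 further: 0% = DMSO alone and 100% = apelin-13 at 10 nM; some results filed as inactive read as strong as hits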
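Material: CHO-K1 APJ beta-arrestin complementation cell line; Input: cell density 1000 per well; Incubation: compound stimulation 90 min at 25 °C, detection 60 min; Signal: luminescence from split beta-galactosidase complementation, Galacton Star/Emerald II substrate; Controls: DMSO-only wells as negative, 10 nM Apelin-13 as positive control.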
TIM10 inh – TIM10 yeast growth inhibition; S. cerevisiae TIM10 strain growth, BacTiter-Glo luminescence, 24 h; inhibition, % at 10 µM; hit rate 1.4% among 330,000;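 active means inhibition of 40% or more at the single tested concentration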;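 further: wild-type TIM10 isogenic control strain grown at permissive 25 °C; 0% = DMSO yeast wells and 100% = minimal medium wells without yeast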
UPR CHOP act – apoptotic UPR (CHOP) activation | CHO-CHOP luciferase reporter, luminescence; percent of tunicamycin response over DMSO baseline | activation, % at 10 µM | hit rate 0.34% among 330,000;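 active means at 10 µM dose, activation of 40% or more, normalized to positive control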;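 further: 100% = tunicamycin at 10 µg/mL and 0% = DMSO alone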
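System: CHO-CHOP luciferase reporter cell line; amount: 500 cells/well; buffer or medium: F12 medium containing 10% fetal bovine serum; incubation: 6 h compound exposure at 37 °C after overnight seeding; measured by: luciferase luminescence after 10 min with Steady-Glo reagent; evaluation: % reporter activation, DMSO baseline versus tunicamycin full activation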
XBP1 UPR activ – activators of adaptive arm of unfolded protein response (XBP1); CHO-XBP1 luciferase reporter, IRE1-XBP1 UPR activation, luminescence; percent of tunicamycin response, DMSO as zero; activation, % at 20 µM; hit rate 0.33% among 330,000;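 active means versus positive control, 20 µM dose yields 30% or more activation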;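 further: 100% = tunicamycin at 10 µg/mL and 0% = DMSO only wells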
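Assay system: CHO-XBP1 luciferase reporter cells; Schedule: 6 h treatment, 37 °C; Detection: glow luminescence from Steady-Glo reagent; Benchmarks: high control tunicamycin 10 µg/mL final, low control DMSO vehicle only.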
tim23-1 inh – growth inhibitors of tim23-1 mutant yeast; S. cerevisiae tim23-1 growth, BacTiter-Glo luminescence, 24 h; inhibition, % at 20 µM; hit rate 1.3% among 330,000;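 active means growth inhibition of the mutant yeast at or above 50%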;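 further: temperature-sensitive mutant grown at 25 °C; plate controls were DMSO-treated mutant yeast for no effect and medium wells lacking yeast for full effect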
NLRP3 yeast inh – blocks the NALP3 inflammasome reconstituted in yeast; inhibition, % at 10 µM; hit rate 0.39% among 330,000; Yeast reconstituted NLRP3/ASC/caspase-1, beta-gal luminescence, 24 h;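 active means inhibition of 50% or more; inactive means inhibition below 50%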;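 further: plate controls were induced DMSO wells for no effect and uninduced yeast grown without galactose for full effect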
tim10-1 inh – tim10-1 yeast growth inhibition; inhibition, % at 20 µM; S. cerevisiae tim10-1 ts strain growth, BacTiter-Glo, 24 h; hit rate 2.2% among 330,000;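 active means inhibition of at least 40%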;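 further: mutant grown at 25 °C; 0% = DMSO wells with yeast and 100% = wells holding no yeast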
The depositor's hits bear a star; · = not tested or not shown.

SMILES	NR3A LBD binder	Mdm2-MdmX inh	APJ ag	TIM10 inh	UPR CHOP act	XBP1 UPR activ	tim23-1 inh	NLRP3 yeast inh	tim10-1 inh
CC(C)(C)NC(=O)/C(=C/c1ccccc1F)NC(=O)c1ccc([N+](=O)[O-])cc1	2	14	0	-13	-0.7	-1	14	11	-5
Cc1cccc(OCC(=O)NCCCNC(=O)c2ccccn2)c1	1	32	-1	10	0.1	3	0	12	-10
Cc1cccc(C)c1N1CCN(C(=O)Nc2ccc3c(c2)OCCO3)CC1	1	-32	1	24	2.7	2	23	14	1
Cc1ccc(S(=O)(=O)NC(CC(=O)O)c2cccs2)cc1 (stereo unspecified)	2	20	-1	-3	0.9	-4	5	-5	12
C[C@H](NC(=O)c1ccco1)C(=O)NC1CCCCCC1	4	-11	-1	0	-0.5	-1	11	7	1
CCOC(=O)C1(C)NC(c2ccc(O)cc2)C2C(=O)N(c3ccccc3)C(=O)C21 (stereo unspecified)	1	-14	-1	9	1.3	-5	8	10	10
CCN(CC)CCN1C(=O)c2ccccc2NC1c1ccc(Br)cc1 (stereo unspecified)	1	6	-4	3	-1.3	-2	8	7	32
CN(CC(=O)Nc1cccc(F)c1)C(=O)CCc1nc2ccccc2c(=O)[nH]1	2	13	-5	-6	-1.6	-4	-21	16	-9
CCCCNC(=O)Cn1c2c(c(-c3ccccc3Cl)cc1=O)CCC2	-1	-11	-4	0	0.2	-4	13	2	7
CS(=O)(=O)N(CC(=O)Nc1cccc(Cl)c1Cl)c1ccccc1	-5	12	-4	-6	-0.1	-1	19	17	32
CC1CCCC(NC(=O)COC(=O)c2cc(S(=O)(=O)N3CCOCC3)ccc2F)C1C (stereo unspecified)	3	-40	1	2	-0.5	0	2	18	14
O=C1C2ON(c3ccccc3)C(c3ccncc3)C2C(=O)N1c1ccc(N2CCOCC2)cc1 (stereo unspecified)	1	-21	-3	4	-0.6	-1	6	-7	16
Cc1c(-c2n[nH]c(=S)n2-c2ccc(Br)cc2)nnn1-c1ccc(Cl)cc1	-2	16	-3	9	-0.8	-7	22	23	20
Cn1c(=O)c2c(ncn2CCc2ccccc2)n(C)c1=O	0	-4	-6	-9	-2.6	0	0	7	12
COc1ccc(-c2ccc(SCC(=O)NCc3ccco3)nn2)cc1OC	0	-6	-2	11	-0.3	0	-6	-3	11
CCOC(=O)N1CCN(C(=O)CN(C)S(=O)(=O)c2ccc3c(c2)C(C)(C)C(=O)N3C)CC1	1	7	1	2	0.5	0	13	-8	-1
CCN1N=C(C)C=C(c2ccccc2)n2c1nc1ccccc12	-1	22	-1	12	-0.8	0	20	3	13
Cc1ccc(NC(=S)NNc2ncc(C(F)(F)F)cc2Cl)c(C)c1	-2	7	-10	10	-2.0	-2	17	-5	33
Cc1cnc(NC(=O)c2ccc(Cl)nc2)s1	3	-20	0	-6	5.4	-1	-7	12	-12
Cn1c(=O)oc2cc(S(=O)(=O)NCc3cccnc3)ccc21	-2	6	-3	-8	-2.4	0	-3	1	-14
COc1ccc(/C=N/n2cnnc2)cc1COc1ccccn1	-1	-23	0	12	-1.6	-1	3	15	9
CCOc1ccc(C(=O)CSCCC(=O)O)cc1	-1	-7	-1	2	-4.9	-4	10	18	5
COC(=O)CCC(=O)OC1(C)C(=O)C=C2C=C(C3CC3)N(CCCCO)C=C2C1=O (stereo unspecified)	-3	9	13	6	-1.9	0	4	14	8
CN=C(C)c1c(O)c2ccccc2oc1=O	-1	16	-2	-24	1.5	1	7	21	-30
CCc1cc(=O)[nH]c(SCC(=O)N2CCCC2)n1	-2	24	-6	-3	1.5	4	13	18	-3
CN1CCN(NC(=O)c2ccc(Br)c(S(=O)(=O)N3CCOCC3)c2)CC1	0	24	5	-10	-1.0	3	21	6	10
Cc1cccc(NCC(=O)N/N=C\c2cccc(Oc3ccccc3)c2)c1	-2	18	-1	37	-1.4	0	8	25	15
CN(C(=O)CSc1nc2c(c(=O)[nH]1)CCCC2)C1CCCCC1	0	21	-6	4	-1.8	4	8	13	15
O=C1c2cccc3cccc(c23)C(=O)N1c1nccs1	-1	-5	-4	5	-0.4	2	-4	-5	8
Cc1c(C)n(Cc2ccccc2)c2ncnc(NCCN(C)C)c12	2	17	-3	-7	-0.9	-1	5	19	10
O=C(CSc1nc2ccccc2o1)N1CCN(C(=O)c2ccco2)CC1	1	-1	-7	-8	0.1	-2	0	-3	18
O=C(NCCc1ccccc1)C(=O)c1c(-c2ccccc2)[nH]c2ccccc12	3	19	-2	11	-1.0	-1	21	11	13
CCN(CC)C(=O)c1ccc(CS(=O)(=O)Cc2ccccc2)cc1	1	14	-2	-3	0.3	-5	4	7	-13
CCOC(=O)c1c(S(=O)(=O)NCC(=O)N2CCN(c3ccccc3OC)CC2)c(C)n(C)c1C	2	8	-1	-7	0.5	-5	-2	7	11
COc1ccc(S(=O)(=O)N2CCN(CC(=O)Nc3ccc(F)c(F)c3)CC2)cc1	0	7	0	14	-1.8	0	29	26	29
Cc1onc(-c2c(Cl)cccc2Cl)c1C(=O)O/N=C(\C#N)c1ccccc1	-359	-19	0	-1	1.8	1	19	5	15
O=C(Nc1nnc(S(=O)(=O)N2CCOCC2)s1)c1ccccc1Cl	-3	28	7	-3	-1.2	-1	18	17	24
CC1CN(C(=O)c2cccs2)CCN1C(=O)c1cccs1 (stereo unspecified)	-1	17	-4	-15	0.4	-1	9	7	9
S=C1NC2CCCCC2N1 (stereo unspecified)	-2	-1	0	-9	0.2	-3	7	5	-6
CCN(CC(=O)Nc1ccccc1OC)CC(=O)Nc1sccc1C#N	-2	-17	-1	20	0.2	-1	8	-1	14
COc1cc(CCCN2C(N)=NC[C@@H]2c2ccccc2)cc(OC)c1OC	0	6	1	1	-1.4	1	-1	-18	-23
CC(C)N(C(=O)CSc1nn2c(=O)c(C(C)(C)C)nnc2s1)c1ccccc1	1	33	-4	-3	-3.3	-9	1	0	10
Cc1ccc(C(=O)C(C)N(C(=O)c2ccc(Cl)cc2Cl)N2C(=O)CCCC2=O)cc1 (stereo unspecified)	0	21	-2	24	1.8	-5	12	11	21
COc1ccc(CCNC(=O)COC(=O)c2cccn2C)cc1	-7	-16	-2	-1	0.9	-1	13	18	19
C/C(=N\N(c1ccccc1)c1ccccc1)c1ccco1	-2	-23	-4	2	0.2	0	13	-23	17
Cc1nc2nc(-c3ccc(Cl)cc3)nn2c(C)c1Cl	·	-100	-4	-9	3.4	-3	-2	17	34
CCN(CC)S(=O)(=O)c1ccc(NC(=O)C2COc3ccccc3O2)cc1 (stereo unspecified)	-3	13	-4	40*	-0.5	1	36	-3	39
Cc1ccc(NC(=O)CC2SC(=NC3CCCCC3)NC2=O)cc1 (stereo unspecified)	-4	-21	-2	13	-0.1	-7	7	-1	14
CCc1ccc(N2CC(C(=O)Nc3nc4ccc(S(C)(=O)=O)cc4s3)CC2=O)cc1 (stereo unspecified)	-5	-8	0	8	0.7	-1	7	-1	-6
Cc1c(NC(=O)CN2CCN(c3ccc(F)cc3)CC2)c(=O)n(-c2ccccc2)n1C	-2	14	-6	-16	-1.0	-1	20	10	-18
O=C(COc1cccc(Cl)c1)NNC(=S)Nc1ccccc1	-1	-19	-2	27	-0.8	0	27	22	18
Cc1cccc(N2CCN(C(=O)C3CCN(S(=O)(=O)c4cccnc4)CC3)CC2)c1C	-1	11	-2	11	-1.6	-1	6	10	21
CCOc1cc(/C=C2\C(=N)N3N=C(CC)SC3=NC2=O)ccc1OCCOc1ccc(NC(C)=O)cc1	1	7	-4	12	0.2	10	1	5	-1
CC(C)C(=O)c1cn(CC(=O)O)c2ccccc12	-1	-14	-3	4	-0.3	-4	5	-3	-8
Cn1c(N2C(=O)CC(Cc3ccccc3)C2=O)nc2ccccc21 (stereo unspecified)	-1	-7	-3	6	-2.0	2	-15	26	5
FC(F)(F)c1cccc(Cc2noc(CN3CCC(N4CCCCC4)CC3)n2)c1	-1	2	1	-8	-2.1	-3	6	19	7
CC1CCN(CCC(=O)Nc2ccc(Cl)cc2)CC1	-1	-2	-1	-20	1.9	0	7	7	6
CC1CCC2(CC1)NC(=O)N(CC(=O)NCCc1ccc(F)cc1)C2=O (stereo unspecified)	1	1	0	68*	0.1	0	-2	13	-12
CN1C(=O)CSC1=NC12CC3CC(CC(C3)C1)C2	-1	-2	2	-4	0.3	-4	15	16	5
O=C(O)c1ccc(CN2C(=O)c3ccc(C(=O)O)cc3C2=O)cc1	1	22	-2	-8	-1.0	-4	8	4	9

Part of the list above in order of molecular weight, rising.
SMILES	NR3A LBD binder	Mdm2-MdmX inh	APJ ag	TIM10 inh	UPR CHOP act	XBP1 UPR activ	tim23-1 inh	NLRP3 yeast inh	tim10-1 inh
CN1C(=O)CSC1=NC12CC3CC(CC(C3)C1)C2	-1	-2	2	-4	0.3	-4	15	16	5
Cc1ccc(NC(=O)CC2SC(=NC3CCCCC3)NC2=O)cc1 (stereo unspecified)	-4	-21	-2	13	-0.1	-7	7	-1	14
CCOc1cc(/C=C2\C(=N)N3N=C(CC)SC3=NC2=O)ccc1OCCOc1ccc(NC(C)=O)cc1	1	7	-4	12	0.2	10	1	5	-1

Back to the main list; the four compounds before the break are reprinted first.
SMILES	NR3A LBD binder	Mdm2-MdmX inh	APJ ag	TIM10 inh	UPR CHOP act	XBP1 UPR activ	tim23-1 inh	NLRP3 yeast inh	tim10-1 inh
CC1CCN(CCC(=O)Nc2ccc(Cl)cc2)CC1	-1	-2	-1	-20	1.9	0	7	7	6
CC1CCC2(CC1)NC(=O)N(CC(=O)NCCc1ccc(F)cc1)C2=O (stereo unspecified)	1	1	0	68*	0.1	0	-2	13	-12
CN1C(=O)CSC1=NC12CC3CC(CC(C3)C1)C2	-1	-2	2	-4	0.3	-4	15	16	5
O=C(O)c1ccc(CN2C(=O)c3ccc(C(=O)O)cc3C2=O)cc1	1	22	-2	-8	-1.0	-4	8	4	9
COc1ccccc1C(=O)N/C(=C\c1ccc(Br)cc1)C(=O)NCCCO	0	28	-3	3	-0.9	-2	-5	29	20
Oc1ccc(/C=N/Nc2ccc(Cl)nn2)cc1O	-2	-21	2	6	10	16	11	2	-12
CCN(C[C@H]1N[C@@](Cc2ccccc2)(C(=O)OC)[C@H]2C(=O)N(C)C(=O)[C@@H]12)C(=O)C1CCCCC1	-1	-16	-1	9	-1.2	1	14	-6	24
CC(C)C(NC(=O)CC12CC3CC(CC(C3)C1)C2)C(=O)O (stereo unspecified)	2	-14	-3	0	-0.7	1	5	18	14
CC1CCCCN1C(=S)NC(=O)c1cccs1 (stereo unspecified)	-1	0	-6	2	0.2	0	10	5	17
CC(=O)Nc1ccc(NC(=O)c2ccc(Cl)nc2)cc1	0	-21	1	-1	-0.9	0	14	1	7
Nc1c(C(=O)NCc2ccc(F)cc2)c2nc3ccccc3nc2n1CCCN1CCOCC1	2	54*	-3	28	2.1	3	41	16	60*
COc1ccc(NC(=O)CN(C)CC(=O)Nc2cccc3ccccc23)c(OC)c1	0	22	2	3	-0.1	-2	6	12	10
CCOc1ccc(C(=O)c2cc3ccc(O)cc3oc2=O)cc1	0	-25	-1	24	0.7	6	20	8	19
